# PolyA inh = inhibitors of polyadenylation in S. cerevisiae. calls only at 12 µM. 0.02% of 300,000 active. AID 1875. S. cerevisiae SKY197-pL101 polyadenylation reporter, beta-gal luminescence; efflux-impaired pdr1/pdr3 knockout yeast; score 100 = 6 SD above DMSO;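 active = lowest replicate activity score at least 50, where 100 means six control SD above control mean; inconclusive = lowest score under 50 but half or more replicates reach 50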;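 also: yeast exposed to compound for 9 h at 30 °C; higher score means more reporter readthrough which indicates perturbed polyadenylation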
# GSK3B inh = blocks human GSK3beta kinase activity | P49841 | GST-GSK3beta kinase, ADP-Glo luminescence, 60 min; hits give low values | activity score (negative = inhibition), % at 10 µM | 0.038% of 300,000 active;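 active = more than half of replicate wells score below -50%, meaning over 50% inhibition versus plate controls; inconclusive = some replicates but at most half score below -50%; inactive = no replicate scores below -50%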;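 also: 0% = median DMSO wells and -100% = median GW8510 positive control wells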
# Target sequence (P49841 whole entry, looked up): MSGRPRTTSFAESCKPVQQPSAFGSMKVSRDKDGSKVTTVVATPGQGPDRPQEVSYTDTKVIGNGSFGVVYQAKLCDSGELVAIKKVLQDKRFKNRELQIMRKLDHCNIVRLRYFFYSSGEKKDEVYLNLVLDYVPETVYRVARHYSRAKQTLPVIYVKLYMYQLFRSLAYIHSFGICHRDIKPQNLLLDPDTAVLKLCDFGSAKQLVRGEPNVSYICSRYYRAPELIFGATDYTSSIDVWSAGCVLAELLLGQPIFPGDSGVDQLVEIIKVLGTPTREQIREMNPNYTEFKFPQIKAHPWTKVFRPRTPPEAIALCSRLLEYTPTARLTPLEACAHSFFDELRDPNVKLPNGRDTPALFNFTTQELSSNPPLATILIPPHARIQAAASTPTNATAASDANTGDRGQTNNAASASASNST
#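 Test system: GST-fused GSK3beta enzyme, cell-free | Quantity: 1.6 ng GST-GSK3beta enzyme per well | Reagent: 25 µM ATP with peptide substrate | Schedule: 60 min enzyme reaction, room temperature | Signal: Luminescent ADP-Glo measurement of ADP formed | Read-out basis: Score relative to plate controls | Control set: DMSO and 20 µM GW8510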
# DYRK1A inh = inhibitors of rat Dyrk1A kinase. Q63470. ADP-Glo luminescence, NFATc1 peptide. inhibition, % at 12.5 µM. 0.43% of 310,000 active; in the data active = inhibition above about 50%;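 also: plate controls were vehicle with enzyme for no effect and no enzyme for full effect; many of its hits are not listed in these tables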
# HDAC3 inh = blocks human histone deacetylase 3; inhibition, % at 8.3 µM; 0.15% of 320,000 active; recombinant HDAC3, fluorogenic peptide/trypsin coupled, fluorescence; O15379; in the data active = inhibition above about 26%, passing the limit was not always enough; inconclusive = no clear call, values can overlap the other calls
# GSK3 alpha inh = human GSK-3 alpha kinase inhibition | P49840 | ADP-Glo luminescence, 60 min | inhibition, % at 10 µM | 0.1% of 320,000 active | AID 2650;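 in the data active = inhibition above about 50%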;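 also: GST-tagged GSK-3 alpha with peptide substrate and 25 µM ATP; 0% = DMSO neutral wells and 100% = GW8510 positive control wells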
# Target sequence (P49840 whole entry, looked up): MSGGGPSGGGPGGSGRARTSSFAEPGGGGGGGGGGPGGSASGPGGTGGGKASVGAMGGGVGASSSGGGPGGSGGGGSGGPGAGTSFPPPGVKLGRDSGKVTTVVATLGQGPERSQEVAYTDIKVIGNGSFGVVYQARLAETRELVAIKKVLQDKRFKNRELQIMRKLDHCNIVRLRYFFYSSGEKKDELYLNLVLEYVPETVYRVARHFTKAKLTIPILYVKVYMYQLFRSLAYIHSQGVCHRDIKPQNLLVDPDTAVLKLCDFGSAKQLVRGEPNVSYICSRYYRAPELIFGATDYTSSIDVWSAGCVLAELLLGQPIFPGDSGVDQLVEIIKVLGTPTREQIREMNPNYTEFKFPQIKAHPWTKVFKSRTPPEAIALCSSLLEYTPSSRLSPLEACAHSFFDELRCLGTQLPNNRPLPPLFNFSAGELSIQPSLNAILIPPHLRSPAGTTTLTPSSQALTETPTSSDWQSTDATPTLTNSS
# KCNK3 block = human KCNK3 channel inhibition, primary screen; CHO-KCNK3 thallium flux, FluxOR fluorescence; hits give low values; B-score at 10 µM; 0.84% of 340,000 active; AID 602410; O14649;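 active = B-score under library mean minus 4 SD, starting fluorescence ratio at most library mean plus 5 SD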;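 also: more negative B-score means stronger inhibition of thallium flux through KCNK3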
# KCNQ1 inh = blocks the human KCNQ1 potassium channel | P51787 | CHO-K1 KCNQ1, FluxOR thallium flux fluorescence; hits give high values | B-score at 10 µM | 1.3% of 310,000 active;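 active = compounds whose thallium flux B-score, printed positive for inhibition, exceeds three library SD while starting fluorescence stays within three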;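 also: channel opened by potassium depolarization with thallium stimulus after 20 min compound exposure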
# KCNK9 inh = inhibitors of human KCNK9 two-pore domain potassium channel. Q9NPC2. HEK293 KCNK9, FluxOR thallium flux fluorescence; hits give low values. B-score at 10 µM. 1.2% of 310,000 active;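 active = ratio B-score over 3 SD below the library mean, with starting fluorescence within 5 SD of its mean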;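 also: negative B-score means less thallium flux so channel inhibition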
# KCNQ1 act = potentiators or activators of human KCNQ1 potassium channel. B-score at 10 µM. CHO-K1 KCNQ1, thallium flux FluxOR fluorescence; hits give high values. P51787. AID 2648. 0.35% of 310,000 active;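 active = fluorescence ratio B-score, a plate-corrected score, at least three library SD, with initial intensity B-score within 5 SD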
#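 assay system = CHO-K1 cells stably expressing KCNQ1 | medium = assay buffer, equal DMSO in all wells | timing = 37 °C overnight plating, 90-min dark dye load, 20-min compound pretreatment | measured by = kinetic FluxOR thallium fluorescence, 10-s 1-Hz baseline, 110-s post-stimulus read | measure = fluorescence change relative to baseline, converted to B score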
# RGS4 act = RGS4 potentiation or activation. AID 463111. B-score at 10 µM. 0.92% of 310,000 active. HEK293 M3R/inducible RGS4, carbachol calcium flux Fluo4; hits give low values;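 active = B-score of the integrated calcium signal more than 4 SD below the library mean, with starting fluorescence not abnormally high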;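 also: negative B-score means reduced calcium response which marks RGS4 activation or potentiation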
#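 Assay system: HEK293 FlpIn-TREx cells, stable M3R, doxycycline-inducible RGS4 / Probe or stimulus: carbachol, ECmax concentration / Times: overnight RGS4 induction, 30 min dye load 37 °C, 20 min compound RT / Signal: kinetic calcium fluorescence imaging with Fluo4-AM dye, 2 µM / Measure: Agonist-evoked peak-minus-minimum fluorescence over baseline, integrated ratio, B score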
# hERG rescue = hERG (human) protection from proarrhythmic block; Q12809; CHO-hERG, FluxOR thallium flux, dofetilide IC70 present; activation (rescue from dofetilide block), less the hit threshold, % at 10 µM; 0.51% of 310,000 active;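 active = activation above the mean of controls blocked by dofetilide plus 5 SD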;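 also: thallium influx through hERG after potassium depolarization seen as dye fluorescence rise; in these data hits start at about 4.7%; inactives centre near -7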
# Active calls of the source: *; i = inactive; u = inconclusive; x = no result given.
SMILES,PolyA inh,GSK3B inh,DYRK1A inh,HDAC3 inh,GSK3 alpha inh,KCNK3 block,KCNQ1 inh,KCNK9 inh,KCNQ1 act,RGS4 act,hERG rescue
O=C(NCCO)c1ccc(Cl)c(Cl)c1,i,-1,-1,-4,1,i,i,i,i,i,-3
CCCn1c(=O)[nH]c(=O)c2c1nc(-c1ccc(C(F)(F)F)cc1)n2CCOC,i,0,-3,-3,-2,i,i,i,i,i,-3
CC1CCN(c2nc3ccc(C(=O)O)cc3s2)CC1,i,-3,10,7,-4,i,i,i,i,i,-7
CCCOC(=O)C1C2C=CC(C3CC23)C1C(=O)OCC(=O)c1ccccc1 (configuration not stated),i,6,-3,-4,2,i,i,i,i,i,-18
Cc1cc(C(=O)Nc2cccc(NC(=O)c3ccco3)c2)ccc1[N+](=O)[O-],x,-2,27,11,x,i,i,i,i,i,-10
CC(C)[C@H](NC(=O)c1c(F)cccc1F)C(=O)N1CCN(c2ccc(F)cc2)CC1,i,-1,10,-9,-1,i,i,i,i,i,-6
CCCOn1c(-n2nc(C)cc2C)nc2ccccc2c1=O,i,-6,1,2,x,i,i,i,i,i,-17
Cc1onc(-c2ccccc2Cl)c1C(=O)NCc1ccc(S(N)(=O)=O)cc1,i,-3,-2,6,-21,i,i,i,i,i,-6
c1ccc(OCCSc2ncnc3nc[nH]c23)cc1,i,-4,3,3,24,i,i,i,i,i,-5
Cc1cc(C)nc(-n2nc(C)cc2NC(=O)CN2CCCC(C)C2)n1 (configuration not stated),i,1,4,-3,-2,i,i,i,i,i,3
COc1cc(C(=O)O)cc(OC)c1OCc1cc(C(=O)O)oc1C,i,1,10,-2,-2,i,i,i,i,i,0
CCOC(=O)c1cccc(NC(=O)c2cncc(Br)c2)c1,i,1,x,-5,-1,i,i,i,i,i,-10

# Another view of part of the listing above.
# Second line of a record – PolyA inh, GSK3B inh, DYRK1A inh, HDAC3 inh, GSK3 alpha inh, KCNK3 block, KCNQ1 inh, KCNK9 inh, KCNQ1 act, RGS4 act, hERG rescue
> CCCn1c(=O)[nH]c(=O)c2c1nc(-c1ccc(C(F)(F)F)cc1)n2CCOC
    i, 0, -3, -3, -2, i, i, i, i, i, -3
> CCOC(=O)c1cccc(NC(=O)c2cncc(Br)c2)c1
    i, 1, x, -5, -1, i, i, i, i, i, -10

# Continued.
SMILES,PolyA inh,GSK3B inh,DYRK1A inh,HDAC3 inh,GSK3 alpha inh,KCNK3 block,KCNQ1 inh,KCNK9 inh,KCNQ1 act,RGS4 act,hERG rescue
Cc1ccc(C(=O)Nc2cccc(C(=O)O)c2)cc1,i,-3,x,-4,-1,x,i,i,i,i,0
CCOc1cccc(/C=C2\NC(=S)N(c3ccccc3)C2=O)c1O,i,2,3,-1,-4,i,i,i,i,i,1
CCCCc1c(C)nc2ccc(C)cc2c1SCCC(=O)O,i,3,0,3,-2,i,i,i,i,i,-9
O=C(COC(=O)c1ccccc1NC(=O)c1ccco1)Nc1ccc2c(c1)OCO2,i,1,5,4,1,i,i,i,i,i,-7
CC1Oc2ccccc2N(Cc2cccnc2)C1=O (configuration not stated),i,2,-3,3,-2,i,i,i,i,i,-10
O=C(NCC1CC1)c1onc(CSc2ccc(F)c(F)c2)c1C(=O)NCC1CC1,i,-5,-5,8,-2,i,i,i,i,i,-10
O=C(Cn1c(=O)oc2ccccc21)Nc1ccccc1Cl,i,1,4,-4,-2,i,i,i,i,i,-8
Cc1nc2c(c3c1[nH]c1ccccc13)C(O)CC(C)(C)C2 (configuration not stated),i,-3,10,-155,1,i,i,i,i,i,-6
COc1cccc(OC)c1OCCCCn1cnc2ccccc2c1=O,i,1,-2,1,1,i,i,i,i,i,-7
O=c1cc(N2CCCCC2)c2ccccc2o1,i,4,-3,3,-2,i,i,i,i,i,-5
C/C(=N\Nc1cccc(C(=O)O)c1)c1ccc(Cl)s1,i,0,0,3,-2,i,i,i,i,i,-9
COc1ccc(-c2nc(-c3cccc(C)c3)no2)cc1OC,i,0,2,-7,-1,i,i,i,i,i,-8
COC(=O)c1cc(S(=O)(=O)NCc2ccc3c(c2)OCO3)c[nH]1,i,2,2,4,-2,i,i,i,i,i,-11
CC(=O)Nc1ccc(C(=O)Nc2cccc(S(=O)(=O)NC3=NCCC3)c2)cc1,i,1,13,x,-2,i,i,i,i,i,-13
CCc1nc(SCC(=O)N2CCN(c3ccccc3)CC2)c2oc3ccccc3c2n1,i,3,7,9,0,i,i,i,i,i,-9
c1ccc(-n2ncc3c(NCc4ccc5c(c4)OCO5)ncnc32)cc1,i,1,4,13,0,i,i,i,i,i,-9
CN(Cc1ccccc1)S(=O)(=O)c1ccc(OCC(=O)NCc2cccnc2)cc1,i,-3,7,0,-1,i,i,i,i,i,-9
CC1CC(C)CN(S(=O)(=O)c2cccc3nsnc23)C1 (configuration not stated),i,-2,x,u,-2,i,i,i,i,i,-12
CCCNC(=O)COc1coc(CN2CCN(Cc3ccccc3)CC2)cc1=O,i,1,0,5,7,i,i,i,i,i,-2
Cc1ccc(/C=N/NC(=O)c2cc3ccccc3cc2O)o1,i,x,42,-4,3,i,i,i,41*,i,42*
CCC(=O)c1ccc(N2CCCCCC2)c(F)c1,i,2,-5,-10,0,i,i,i,i,i,-6
COc1ccccc1N1CCN(Cc2ccc(C(=O)O)cc2)CC1,i,-12,10,6,2,i,i,i,i,i,1
Cc1nn(C)c(C)c1S(=O)(=O)N(CC(=O)Nc1ccccn1)c1ccc(C(C)C)cc1,i,1,0,x,x,i,i,i,i,i,-10
N=c1oc2ccccc2cc1C(=O)NC1CCCCCC1,i,-2,-2,-3,1,i,i,i,i,i,-11
c1ccc2nc(-c3ccc(-n4ccnc4)cc3)ccc2c1,i,0,1,4,-1,i,i,i,i,i,-8
CCCN(CCC)C(=S)NC(=O)c1ccc(Cl)cc1Cl,i,-3,-2,1,5,i,i,i,55*,i,25*
Cn1cc([N+](=O)[O-])c(C(=O)Nc2cc(Oc3cccnc3)cc([N+](=O)[O-])c2)n1,i,0,x,1,1,x,i,i,i,i,-8
CCOc1ccc(CN2CCN(S(=O)(=O)c3ccc(NC(C)=O)cc3)CC2)cc1,i,-3,-1,4,0,i,i,i,i,i,-10
Cc1noc(-c2ccccc2OC(=O)c2ccccc2)n1,i,-5,0,-2,3,i,i,i,i,i,-8
Fc1ccc(Sc2nc(-c3ccccc3)nnc2C(F)(F)F)cc1,i,1,4,-7,-15,i,i,i,i,i,-7
CCN(CC)S(=O)(=O)c1ccc(N/N=C(\C)c2ccncc2)c([N+](=O)[O-])c1,i,4,-1,-4,6,i,i,i,i,i,-6
O=C(NCc1cccnc1)c1cnn2ccccc12,i,1,7,-20,4,i,i,i,i,i,-6
COc1ccc(/C=C(/NC(=O)c2ccccc2)C(=O)N/N=C/c2cccs2)cc1OC,i,-1,2,11,-4,i,i,i,i,i,-12
COc1nc(Cl)cn(-c2ccc(Cl)cc2)c1=O,i,1,4,-3,0,i,i,i,i,i,-8
CC(/C=C1\SC(=S)N(CC(=O)O)C1=O)=C\c1ccccc1,i,-5,-8,x,-10,i,i,i,i,i,-5
CCC1Sc2ccc(S(=O)(=O)CCC(=O)Nc3cccc(Br)c3)cc2NC1=O (configuration not stated),i,3,x,5,1,i,i,i,i,i,-6
CCN(CC)c1ccc(NC(=O)c2ccc(=O)[nH]c2)cc1S(=O)(=O)Nc1ccccc1OC,i,0,-3,-8,-9,i,i,i,i,i,-14
CCOc1ccc(CCNC(=O)c2ccc3ccccc3n2)cc1OCC,i,1,7,-2,-1,i,i,i,i,i,-14
O=C(Nc1c2c(nn1-c1ccc(F)cc1)CSC2)c1ccc(S(=O)(=O)N2CCOCC2)cc1,i,5,2,-8,-2,i,i,i,i,i,-11
O=C(NC12CC3CC(CC(C3)C1)C2)c1cnccn1,i,-3,-4,-11,-1,i,i,i,i,i,-15
Cc1ccc(OCCCCn2cnc3ccccc32)c(C)c1,x,-1,6,0,-3,i,9*,i,i,i,-11
O=C(CN1CCC(NC(=O)c2ccccc2Cl)CC1)NCc1ccccc1,i,0,-9,-8,-2,i,i,i,i,i,-2
COc1ccc(N(CC(=O)N2CCN(C)CC2)S(=O)(=O)c2ccccc2)cc1,i,-1,-6,1,-2,i,i,i,i,i,-8
COc1ccc(Nc2nnc(SCc3cn4c(C)cccc4n3)s2)cc1,i,-3,-7,2,0,i,i,i,i,i,-6
CC(C)CCNC(=O)C(=O)Nc1cc2c3c(c1)CCC(=O)N3CCC2,i,-1,6,-9,-1,i,i,i,i,i,-5
O=CN1CCN(C(=O)c2ccccc2F)CC1,i,-1,12,-15,3,i,i,i,i,i,-2
CCc1nc2n[nH]c(N)c2c2c1CCCC2,i,0,15,-2,-2,i,i,i,i,i,-5
CCOc1ccc(N(CC(=O)NCc2ccc(Cl)cc2)S(=O)(=O)c2ccccc2)cc1,i,-1,1,-3,-1,i,i,i,i,i,-3
COc1ccc(C2CC(c3ccc(Cl)cc3)Nc3nc(NC(=O)c4ccco4)nn32)cc1 (configuration not stated),i,-2,-6,x,x,i,i,i,i,i,-8
Cc1cc(N/N=C/c2ccco2)c2ccccc2n1,i,-2,-1,-3,-4,i,i,i,i,i,-10
Cc1ccc(C(=O)CC(=O)COc2ccc(Cl)cc2C)cc1,i,-3,0,-2,-3,i,i,i,7*,i,-3
COc1cccc(NC(=O)CN(C)C(=O)c2cccc(S(=O)(=O)N3CCN(c4ccc(F)cc4)CC3)c2)c1,i,0,-3,2,0,i,i,i,i,i,-12
COC(=O)C(C(=O)OC)C(c1ccccc1)C(C(=O)c1ccccc1)[N+](=O)[O-] (configuration not stated),i,-7,4,1,0,i,i,i,i,i,-9
COc1ccc(-c2nc(NC(=O)C3=NN(c4cccc(C)c4)C(=O)CC3)sc2C)cc1,i,0,0,1,1,i,i,i,i,i,-23
CN(Cc1ccc(F)cc1)C(=O)c1ccc(NS(=O)(=O)c2ccc3[nH]c(=O)[nH]c3c2)cc1,i,-2,-1,2,-5,i,i,i,i,i,-17
O=C(CCC1CCCN(C(=O)c2ccco2)C1)NCc1ccccc1F (configuration not stated),i,-1,8,2,0,i,i,i,i,i,-3

# Screening results as filed in PubChem BioAssay.

# The list is partial; the hit share may differ from the screen's.
